Screening results deposited in PubChem BioAssay by several laboratories.
MrgX1 ag: human MrgX1 receptor agonism, primary screen. MrgX1-HEK293 cells, Fluo-4 calcium fluorescence, agonist mode; active compounds read high. Q96LB2. B-score at 10 µM. 0.44% of 310,000 active;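 active means calcium response B-score plate-corrected fluorescence ratio at least 3 library SD, with starting fluorescence B-score inside 5 SD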
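times = overnight plating, then 30 min 37 °C plus 30 min room-temperature dye loading | assay system = stable human MrgX1 HEK293 cell line | input = fifteen thousand cells per well | signal = kinetic calcium dye fluorescence, Fluo-4 NW | dosing = compound delivered in addition one of three | read-out = B-scored fluorescence response ratio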
MrgX1 antag: human MrgX1 receptor antagonism, primary screen; Q96LB2; MRGX1-HEK293 calcium flux, Fluo-4, BAM8-22 antagonism; active compounds read low; B-score at 10 µM; 1.3% of 310,000 active; AID 588676;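 active means calcium-response B-score plate-corrected more than 3 library SD below zero, starting fluorescence within 5 deviations, no agonist response on first addition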;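 further: peak minus trough fluorescence over baseline after final BAM8-22 challenge near maximal dose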
TRPC4 inh: inhibitors of mouse TRPC4 channel. 0.39% of 300,000 active. B-score at 10 µM. HEK293 TRPC4beta/mu-opioid, DAMGO-evoked Fluo4 calcium flux; active compounds read low. AID 2247. Q9QUQ5;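 active means B-score over 3 SD under the library average, no early fluorescence shift, positive overall ratio signal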
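System: stable TRPC4beta/mu-opioid receptor HEK293 cells; Dosing: single-point compound dosing; Measured by: Fluo4 Ca2+ flux fluorescence; Read-out basis: per-well B score of integrated baseline-normalized Fluo4 ratio.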
HIF activator: HIF pathway transcriptional activation. U2OS HRE-luciferase reporter, luminescence; normalized: DMSO 0%, desferrioxamine 100%. activation, % at 7.5 µM (by protocol). 0.32% of 300,000 active. AID 1910;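 active means mean activation of at least 10% of the iron chelator positive control signal, with at least half of replicates also reaching 10%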
TRPC4 agonist: opens the mouse TRPC4 cation channel; HEK293 TRPC4beta/mu-opioid, Fluo4 calcium fluorescence; active compounds read high; 0.49% of 310,000 active; AID 2237; Q9QUQ5; B-score at 10 µM;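 active means B-score above 5 SD of library B-scores, and initial fluorescence ratio not above library mean plus 5 SD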;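 further: positive B-score marks a calcium rise read as TRPC4 activation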
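system = HEK293 cells stably co-expressing mouse TRPC4beta and mu-opioid receptor | schedule = Fluo4 dye loading 45 min at room temperature, 110 s recording | measure = B-scored integrated calcium fluorescence ratio | signal = Fluo4 calcium-sensitive dye fluorescence, kinetic, 1 Hz baseline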
PolyA inhibitor: blocks polyadenylation in yeast reporter cells; 0.02% of 300,000 active; calls only at 12 µM; AID 1875; S. cerevisiae SKY197-pL101 polyadenylation reporter, beta-gal luminescence; efflux-impaired pdr1/pdr3 knockout yeast; score 100 = 6 SD above DMSO;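 active means lowest replicate activity score at least 50, where 100 means six control SD above control mean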;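 further: yeast exposed to compound for 9 h at 30 °C; higher score means more reporter readthrough which indicates perturbed polyadenylation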
AI-2 QS mod: modulates the Vibrio harveyi AI-2 quorum sensing system | Vibrio harveyi JMH597 AI-2 luminescence/OD600 ratio, 9 h; active compounds read low; strain lacks LuxN and CqsS sensors; 0 = neutral-control median | 0.4% of 300,000 active | activity change, % at 7.5 µM; in the data active means activity change below about -75%, passing the limit was not always enough;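 further: luminescence divided by OD600 gain over 9 h not by final OD600 alone; inactives centre near 13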
MrgX1 PAM: allosterically activates human MrgX1 receptor signaling; MrgX1-HEK293, Fluo-4 calcium flux, FDSS; active compounds read high; B-score at 10 µM; Q96LB2; AID 588675; 0.63% of 310,000 active;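 active means plate-corrected calcium response at least 3 library SD above typical, normal starting fluorescence, not activating the receptor alone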;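 further: compound read alongside a low EC10 to EC30 dose of BAM8-22 agonist; peak minus trough fluorescence over baseline measured at the second addition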
TRPC6 inhibitor: mouse TRPC6 channel inhibition | AID 2553 | B-score at 10 µM | HEK293-TRPC6, membrane potential dye, ACh-evoked depolarization; active compounds read low | Q61143 | 1.1% of 310,000 active;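 active means B-score under library mean minus 3 SD, initial fluorescence not abnormally high, positive integrated signal ratio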;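 further: B-score derived from integrated fluorescence ratio over the kinetic read; more negative B-score means stronger inhibition of depolarization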
Target sequence (Q61143 whole entry, looked up): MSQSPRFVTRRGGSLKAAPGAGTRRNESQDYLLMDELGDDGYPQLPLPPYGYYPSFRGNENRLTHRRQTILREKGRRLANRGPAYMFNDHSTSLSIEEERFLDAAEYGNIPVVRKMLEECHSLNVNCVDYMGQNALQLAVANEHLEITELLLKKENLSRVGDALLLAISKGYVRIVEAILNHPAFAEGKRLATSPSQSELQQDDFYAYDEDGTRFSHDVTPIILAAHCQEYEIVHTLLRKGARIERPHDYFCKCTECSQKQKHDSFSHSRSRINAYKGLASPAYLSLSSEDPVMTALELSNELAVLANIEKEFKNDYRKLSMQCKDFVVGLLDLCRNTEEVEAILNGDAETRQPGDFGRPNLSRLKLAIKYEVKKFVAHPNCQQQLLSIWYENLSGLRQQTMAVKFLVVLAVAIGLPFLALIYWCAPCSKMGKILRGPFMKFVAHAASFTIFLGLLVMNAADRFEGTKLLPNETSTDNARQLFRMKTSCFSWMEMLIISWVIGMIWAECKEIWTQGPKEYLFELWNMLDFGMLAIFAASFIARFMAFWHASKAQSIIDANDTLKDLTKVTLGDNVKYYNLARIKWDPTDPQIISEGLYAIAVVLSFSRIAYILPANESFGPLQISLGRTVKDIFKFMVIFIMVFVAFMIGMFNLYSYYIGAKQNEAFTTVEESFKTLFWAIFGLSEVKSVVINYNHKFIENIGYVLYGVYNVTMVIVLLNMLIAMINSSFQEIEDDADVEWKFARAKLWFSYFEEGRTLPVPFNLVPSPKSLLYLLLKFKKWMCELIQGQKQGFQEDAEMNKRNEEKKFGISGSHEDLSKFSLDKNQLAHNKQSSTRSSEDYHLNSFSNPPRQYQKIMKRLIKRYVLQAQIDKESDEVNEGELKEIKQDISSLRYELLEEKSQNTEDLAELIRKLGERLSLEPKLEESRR
TRPC4 PAM: allosteric potentiators of mouse TRPC4 channel. Q9QUQ5. HEK293 TRPC4beta/mu-opioid, DAMGO EC20, Fluo-4 Ca2+ flux; active compounds read high. B-score at 10 µM. 0.42% of 310,000 active. AID 2227;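 active means B-score of calcium response area above 5 SD of library B-scores, with initial fluorescence ratio within 5 SD of library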;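 further: B-score of integrated fluorescence ratio over time as area under calcium response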
TRPC6 act: mouse TRPC6 channel activation; Q61143; HEK293-TRPC6 membrane potential dye fluorescence; active compounds read high; B-score at 10 µM; 0.13% of 310,000 active; AID 2550;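 active means B-score of the integrated fluorescence ratio above library mean plus 3 SD, and starting fluorescence ratio within library mean plus 5 SD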;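 further: higher score means more depolarization so channel activation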
Starred values were filed as active, the others as inactive; i = inactive; / = not tested or not shown; & = joins results of further samples.

SMILES	MrgX1 ag	MrgX1 antag	TRPC4 inh	HIF activator	TRPC4 agonist	PolyA inhibitor	AI-2 QS mod	MrgX1 PAM	TRPC6 inhibitor	TRPC4 PAM	TRPC6 act
COc1ccc(C(=O)NC2CCN(C(=O)NC3CCCCC3)CC2)cc1	i	i	i	0.0	i	i	17.8	i	i	i	i
O=C(c1cnc(N2CCN(c3ncccn3)CC2)c2ccccc12)N1CCN(c2ncccn2)CC1	i	i	i	1.6	i	i	9.7	i	i	i	i
COc1ccc(/C=C/C(=O)NC(=S)NNC(=O)c2ccco2)cc1OC	i	i	i	0.7	i	i	4.2	i	i	i	i
Cc1ccc(/C(N)=N/OC(=O)N2c3ccccc3Sc3ccccc32)cc1	i	i	i	1.9	i	i	42.7	i	i	i	i
CCOC(=O)C1(Cc2ccccc2)CCCN(Cc2cccc(C(C)=O)c2)C1 (stereo not drawn)	i	i	i	-0.8	i	i	18.2	i	i	i	i
CC12CCC(C(=O)Nc3cccnc3)(CC1=O)C2(C)C (stereo not drawn)	i	i	i	-0.1	i	i	5.9	i	i	i	i
CCCC#Cc1ccc2c(c1)COc1c3ccccc3nn1-2	i	i	i	0.1	i	i	26.6	i	i	i	i
COc1ccc(CNCc2c(O)c(Cl)cc3c(C)c(C)c(=O)oc23)c(OC)c1	i	i	i	-0.4	i	i	17.9	i	i	i	i
OC(CNCC1COc2ccccc2O1)COCc1cccs1 (stereo not drawn)	i	i	i	0.7	i	i	19.1	i	i	i	i
Cc1ccc(Sc2c([N+](=O)[O-])c(C)nn2C)cc1	i	i	i	-0.3	i	i	2.9	i	-8.32*	i	i
CCOC(=O)CSc1nnc(CNC(=O)c2cccs2)n1CCc1ccccc1	i	i	i	-0.2	i	i	7.6	i	i	i	i
CCOC(=O)CSc1nnc(NC(=O)c2cccc(S(=O)(=O)N3CCCCC3)c2)s1	i	i	i	0.1	i	i	13.0	i	i	i	i
CCCCNC(=S)N/N=C/c1cc(C)ccc1C	i	i	i	-1.0	i	i	-5.4	i	i	i	i
COC(=O)c1ccc(Cl)c(NC(=O)CN(c2ccc(OC)cc2)S(=O)(=O)c2ccccc2)c1	i	i	i	-0.1	i	i	-0.9	i	i	i	i
CCOc1cc(C(=O)NC)cc(Br)c1OC	i	i	i	0.3	i	/	7.9	i	i	i	i
C=CCNC(=O)CN(Cc1ccccc1)S(=O)(=O)c1ccccc1	i	i	i	-0.8	i	i	3.6	i	i	i	i
CCCCN(C(=O)CC1CCCC1)c1c(N)n(CC(C)C)c(=O)[nH]c1=O	i	i	i	-1.2	i	i	12.8	i	i	i	i
CC(=O)Nc1ccc(-c2nnc(SCC(=O)NCc3ccco3)n2C)cc1	i	i	i	-0.3	i	i	21.2	i	i	i	i
Cc1ccc(/C=C(\C#N)C(=O)NC(C)C)o1	i	i	i	0.1	i	i	12.1	i	i	i	i
Cc1cc(C(=O)CSc2nc3ccccc3o2)c(C)n1CC1CCCO1 (stereo not drawn)	i	i	i	1.9	i	i	24.7	i	i	i	i
CC1CCCC(C)N1C(=O)COc1ccc(F)cc1 (stereo not drawn)	i	i	i	-0.1	i	i	-0.7	i	i	i	i
O=C(c1cc(F)c(F)cc1Cl)N1CCN(CCc2ccccc2)CC1	i	i	i	-1.4	i	i	-5.1	i	i	i	i
COc1ccccc1NC(NC(=O)c1cccnc1)C(Cl)(Cl)Cl (stereo not drawn)	i	i	i	-0.6	i	i	3.8	i	i	i	i
Cc1cc(Cl)ccc1Oc1ncnc2onc(C)c12	i	i	i	0.1	i	i	21.2	i	i	i	i
COc1ccc(OCC(=O)O/N=C(\N)Cc2ccc(Cl)cc2)cc1	i	i	i	-0.1	i	i	-23.1	i	i	i	i
CCCC(C(=O)NC1CCCC1)N(CC1CCCO1)C(=O)CNS(=O)(=O)c1ccc(F)cc1 (stereo not drawn)	i	i	i	-0.2	i	i	21.5	i	i	i	i
Cc1cc(C)cc(N2C(=O)C3NN=C(C(=O)OCc4ccccc4)C3C2=O)c1 (stereo not drawn)	i	i	i	0.0	i	i	11.7	i	i	i	i
O=C1OC(Nc2nccs2)c2ccccc21 (stereo not drawn)	i	i	i	-0.9	i	i	29.5	i	i	i	i
Cc1cc(C)n(CC(=O)NC2CCCCC2C)c(=O)c1C#N (stereo not drawn)	i	i	i	-0.3	i	i	-15.0	i	i	i	i
Cc1ccc(CSc2ncn(-c3ccccc3)n2)cc1	i	i	i	0.6	i	i	-63.7	i	i	i	i
Clc1nc(NCc2cccnc2)nc(N2CCOCC2)n1	i	i	i	0.9	i	i	7.7	i	i	i	i
Cc1nonc1CN(C)C(=O)CC1C(=O)NCCN1Cc1ccccc1C(F)(F)F (stereo not drawn)	i	i	i	-0.2	i	i	24.5	i	i	i	i
COC(=O)CN(CCc1ccccc1)S(=O)(=O)c1ccc(OC)c(OC)c1	i	i	i	-0.5	i	i	4.8	i	i	i	i
CCCn1nc([N+](=O)[O-])c(C(C#N)c2nc3ccccc3o2)c(Cl)c1=O (stereo not drawn)	i	i	-5*	-0.4	i	i	0.3	i	-7.93*	i	i
CCNC(=O)C1CCCN1S(=O)(=O)c1ccc(C)cc1 (stereo not drawn)	i	i	i	0.5	i	i	-0.6	i	i	i	i
CCC(C)(C)n1nnnc1CN1CCC(NC(=O)c2ccc(Br)cc2)CC1	i	i	/	0.0	/	i	13.9	i	/	/	/
Cc1sc(NC(=O)c2ccco2)c(C(c2cccnc2)N2CCCC2)c1C (stereo not drawn)	i	i	i	0.1	i	i	13.1	i	i	i	i
O=C(CCN1C(=O)/C(=C/c2ccccc2)SC1=S)NNC(=O)c1cccnc1	i	i	i	-0.4	i	i	22.7	i	i	i	i
Nc1c2c(nc3ccccc13)CSCC2	i	i	i	0.0	i	i	-2.1	i	-7.21*	i	i
COc1ccc(OC)c2[nH]c(=O)c(CCNC(=O)c3ccc(S(=O)(=O)N4CCCCC4)cc3)cc12	i	i	i	-0.7	i	i	11.1	i	i	i	i
Cc1nn(C)c(C)c1NC(=O)CCCSc1nc(-c2ccco2)cc(C(F)(F)F)n1	i	i	i	-0.1	i	i	-5.8	i	i	i	i
CCOc1nc(-c2ccccc2)ccc1-c1noc(-c2cccs2)n1	i	i	i	0.7	i	i	6.9	i	i	i	i
O=C(COc1ccccc1)NC(Cc1c[nH]c2ccccc12)C(=O)O (stereo not drawn)	i	i	i	0.4	i	i	4.2	i	i	i	i
COc1ccc(CCNC(=O)c2cc(S(=O)(=O)N3CCCC3)cn2C)cc1OC	i	i	i	-0.2	i	i	29.2	i	i	i	i
COC(=O)c1c(C)oc2c1cc(NS(=O)(=O)c1cccs1)c1ccccc12	i	i	i	-0.2	i	i	16.8	i	i	i	i
O/N=C1\CCCc2ccccc21	i	i	i	0.1	i	i	10.5	i	i	i	i
COc1ccc(C(=O)OCc2cc3cccc(C)c3[nH]c2=O)cc1	i	i	i	-0.1	i	i	30.0	i	i	i	i
O=C(NCCCN1CCN(C2CCCCC2)CC1)Nc1ccccc1C(F)(F)F	i	i	i	-0.2	i	i	12.0	i	i	i	i
CC(C)CSc1nc2c(c(=O)[nH]c(=O)n2C)n1CCc1ccccc1	i	i	i	-0.1	i	i	11.8	i	i	i	i
OCCOCCN1CCN(C2=Nc3ccccc3Sc3ccccc32)CC1	i	i	i	0.2&0.6	i	/	-16.2&3.7	i	i	i	i
CCN1CCN(Cc2ccc(NC(=O)c3ccc(C)c(NC(=O)c4nccnc4N)c3)cc2C(F)(F)F)CC1	i	i	i	1.7	i	i	2.7	i	i	i	i
O=C(COC(=O)c1cccc2ccccc12)Nc1ncc(C(F)(F)F)cc1Cl	i	i	i	0.1	i	i	3.3	i	i	i	i
O=C(O)c1ccc2c(c1)ncn2C1CCCCC1	i	i	i	-0.3	i	i	7.6	i	i	i	i
O=C(COC(=O)c1ccc(NS(=O)(=O)c2cccs2)cc1O)Nc1ccc(F)cc1	i	i	i	-0.4	i	i	30.1	9.09*	i	i	i
CC[N+](CC)(CC)CCCCOc1ccc2c(c1)C(=O)c1cc(OCCCC[N+](CC)(CC)CC)ccc1-2	i	i	i	-0.2	i	i	28.7	i	i	i	i
COc1ccc(C2C3=C(OC(C)=O)c4ccccc4C3=Nc3c2c(=O)n(C)c(=O)n3C)cc1 (stereo not drawn)	i	i	i	-0.5	i	i	20.3	i	i	i	i
O=C(c1ccco1)N1CCN(c2nc3ccccc3c(=O)n2-c2ccccc2)CC1	i	i	i	-0.4	i	i	-10.2	i	i	i	i
C/C(=N\NC(=O)COc1ccc(C(C)(C)C)cc1)c1ccc2c(c1)OCCO2	i	i	i	/	i	i	7.4	i	i	i	i
COc1ccc(NC(=O)CCC(=O)Nc2nnc(C3CCCCC3)s2)cc1	i	i	i	0.3	i	i	25.9	i	i	i	i
COc1cc(CN2CCCCCC2)c([N+](=O)[O-])cc1OC	i	i	i	-31.0	i	i	15.8	i	i	i	i

Following part.
SMILES	MrgX1 ag	MrgX1 antag	TRPC4 inh	HIF activator	TRPC4 agonist	PolyA inhibitor	AI-2 QS mod	MrgX1 PAM	TRPC6 inhibitor	TRPC4 PAM	TRPC6 act
COc1ccc(N2CCN(C(c3cccs3)C(C)NS(=O)(=O)c3ccccc3)CC2)cc1 (stereo not drawn)	i	i	/	0.4	i	i	-3.6	i	i	i	i
Cc1ccc(C(=O)Nc2cccc3ncccc23)cc1[N+](=O)[O-]	i	i	i	0.2	i	i	21.3	i	i	i	i
O=C(Nc1ccccc1F)n1ncc2cc(Cl)ccc21	i	i	i	-3.6	i	i	15.6	i	i	i	i
Cc1cc(C)cc(NC(=S)Nc2ccccn2)c1	i	i	i	1.8	i	i	20.0	i	i	i	i
O=C(NC1CCCC1)C(c1c(F)cccc1Cl)N(C(=O)c1csnn1)C1CC1 (stereo not drawn)	i	i	i	-7.6	i	i	/	i	i	i	i
O=C(Nc1ccccc1)Nc1cccc(Cl)c1	i	i	i	/	i	i	-12.6	i	i	i	i

Some of the compounds tested; rates above refer to the full screens.
